# Bioassay records from PubChem BioAssay.
# MT stabilize HCS – stabilizes microtubules in HeLa cells | AID 2205 | 0.83% of 200,000 active | HeLa tubulin immunostaining HCS, 24 h; share of cells brighter than vehicle mean+2SD | % tubulin-high responders, % at 10 µM;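 active means plate Z-score above 3 for both tubulin-high and condensed-nucleus cell shares, with cell loss under 80%, at 10 µM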;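 further: anti alpha tubulin signal scored within the nucleus-defined area of each cell; some results filed as inactive read as strong as hits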
# b-catenin transl – alters nuclear translocation of beta-catenin in HeLa cells; AID 1665; nuclear translocation activity, % at 5 µM; immunofluorescence imaging; 0.3% of 190,000 active;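 active means nuclear translocation activity above 50% at 5 µM, with a well cell count of 50 or more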;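 further: per-cell ratio of nuclear to cytoplasmic median beta-catenin stain intensity; plate controls were DMSO negative control for no effect and GSK-3 inhibitor IX positive control for full effect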
#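 System: Human HeLa cells, endogenous beta-catenin | Compound dosing: 5 µM primary, 0.02–20 µM confirmation | Timing: 24 h compound exposure at 37°C, 5% CO2 | Measured by: Fluorescence imaging of beta-catenin antibody stain plus DAPI | Read-out basis: % activation of per-cell nuclear versus cytoplasmic median beta-catenin signal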
# HIV peptide binding – inhibitors of HIV fusion peptide binding, primary screen, biochemical, uHTS, fluorescence dequenching (AID 1986). cell-free peptide binding, fluorescence dequenching, 30 min; higher % means a stronger effect. inhibition, % at 20 µM, or IC50 in µM where a hit was titrated. 0.3% of 290,000 active; in the data active means inhibition mostly above about 52%, no sharp cut-off; inactive means mostly below about 76%; further: some results filed as inactive read as strong as hits
# Autophagy mod – autophagy modulation, high-content screen; MEF GFP-LC3 puncta imaging; test concentration mostly 10 µM; calls only at 10 µM (by protocol); 0.98% of 190,000 active; AID 463193;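 active means percentage of spot-positive cells more than 3 SD above its plate mean, without a fluorescence outlier flag or 80% toxicity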;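 further: spot-positive cell cutoff set from DMSO-treated cells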
# Insulin prom up – MIN6 insulin promoter up-regulation; z-score at 5 µM; 0.3% of 190,000 active; MIN6 insulin promoter-GFP reporter, high-content imaging; active compounds read high;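 active means z-score above 3 at 5 µM with at least 500 cells counted in the well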
# Dynein cargo inh – dynein cargo transport inhibition; 3617.4 mouse cells, GR-EGFP nuclear translocation imaging; test concentration mostly 20 µM; stimulated with dexamethasone, 1 µM; active compounds read low; 0.47% of 220,000 active; AID 1381; z-score, hits read low;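 active means plate z-score of nuclear minus cytoplasmic receptor signal below a set negative limit, without overly bright fluorescence or cell loss, cut at about -3.5 in these data, passing the limit was not always enough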;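 further: z-score of nuclear minus cytoplasmic ring GR-EGFP intensity difference per well; some compounds called inactive have numbers as strong as hits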
#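 Buffer or medium: tet-free, stripped-serum medium; reagent: dexamethasone at 1.0 µM final, 30 min; incubation: 48 h induction, 1 h compound, 30 min dex at 37 °C; measured by: formaldehyde fixation, Hoechst nuclear stain, 10x automated fluorescence imaging; read-out: nuclear-to-cytoplasmic GR-EGFP distribution per well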
# WT yeast gro inh – growth inhibition of WT yeast, mitochondrial fusion screen; mitochondrial fusion phenotypic screen, WT strain; inhibition, % at 10 µM; 2.1% of 190,000 active; AID 1362; in the data active means inhibition above about 58%; tested in S. cerevisiae
# Yfh1-depleted yeast – enhancers of respiration in Yfh1-depleted yeast, dose response, Friedreich's ataxia, plus single-dose screen (AID 1465). fold induction at 50 µM, or EC50 in µM where a hit was titrated. 0.074% of 220,000 active. S. cerevisiae Yfh1-off respiration, WST-1 reduction, 72 h; higher fold induction means a stronger effect;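 active means fold induction of absorbance versus untreated yeast above a set limit, then at least 30% activation at any dose in follow-up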;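 further: activators that raise dye reduction in frataxin-depleted yeast; strong numbers were not always called active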
# AID2073 – inhibitors of Mint1-CaV2.2 protein interaction, biochemical, HTRF (AID 2073) | HTRF protein-protein interaction, Mint1-CaV2.2; higher % means a stronger effect | 0.19% of 290,000 active | one-dose inhibition, % at 20 µM; IC50 in µM for titrated hits; in the data active means inhibition mostly above about 51%, no sharp cut-off; further: some results filed as inactive read as strong as hits
# WT yeast gro inh mutant strain – second read-out of WT yeast gro inh, no call of its own (marks repeat the call); inhibition, %; mitochondrial fusion phenotypic screen, mutant strain inhibition
# Dynein cargo inh cytoplasmic EGFP – further read-out of Dynein cargo inh, marked with its call; z-score; measured here: cytoplasmic GR-EGFP intensity; active compounds read high
# Dynein cargo inh nuclear GR-EGFP – further read-out of Dynein cargo inh, marked with its call; z-score; measured here: nuclear GR-EGFP intensity;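 lower value marks the stronger effect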
# Dynein cargo inh cell count – also measured in Dynein cargo inh; calls as there; z-score; measured here: cell count per field
# Insulin prom up cell count – also measured in Insulin prom up; calls as there; cell count; measured here: cytotoxicity, nuclei count;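 total cells summed across four imaged fields per well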
# b-catenin transl cell count 5 µM – recorded beside b-catenin transl, whose call it bears; cell count; measured here: cell count, cytotoxicity flag
# MT stabilize HCS Hoechst-high % – further read-out of MT stabilize HCS, marked with its call; % Hoechst-high responders; measured here: nuclear condensation Hoechst responders;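 share of cells brighter than vehicle mean plus two SD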
# MT stabilize HCS cytotoxicity % – second read-out of MT stabilize HCS, no call of its own (marks repeat the call); toxicity, %; measured here: cytotoxicity by cell density;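 0% = mean cell density of plate MIN control wells and 100% = no cells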
# Autophagy mod cell loss 18 h – recorded beside Autophagy mod, whose call it bears; toxicity, %; measured here: cell loss, nuclei count;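 cell loss after 18 h compound exposure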
# * marks the source's active call; other numbers are inactive results; i = inactive; . = no result given.
structure,MT stabilize HCS,MT stabilize HCS Hoechst-high %,MT stabilize HCS cytotoxicity %,b-catenin transl,b-catenin transl cell count 5 µM,HIV peptide binding,Autophagy mod,Autophagy mod cell loss 18 h,Insulin prom up,Insulin prom up cell count,Dynein cargo inh,Dynein cargo inh cytoplasmic EGFP,Dynein cargo inh nuclear GR-EGFP,Dynein cargo inh cell count,WT yeast gro inh,WT yeast gro inh mutant strain,Yfh1-depleted yeast,AID2073
Cn1nc(NC(=O)CC(C)(C)CC(=O)O)c2ccccc21,.,.,.,-0.2,1332,-1.2%,.,.,0.47,1044,0.057,-0.24,0.63,-0.23,.,.,i,8%
Cc1ccccc1CN1CCN(S(=O)(=O)c2cccs2)CC1,2.4,0.9,3.2,-0.3,1472,-0.1%,i,10,0.52,1375,-1.2,-0.37,-0.64,1.5,8,0,i,2%
O=C(Nc1nc2ccccc2[nH]1)C12CC3CC(CC(C3)C1)C2,1.1,2.1,15,-2.8,1207,-2.1%,i,-11,-0.29,748,-1.3,-0.41,-0.59,1.2,35,36,i,-3%
COc1cc2c(cc1OC)C(C)N(C(=O)CCN1C(=O)C3C4C=CC(C4)C3C1=O)CC2 (stereo not drawn),4.4,1.5,5.6,-1.3,1071,0.3%,i,-14,-1.4,1116,-0.51,-0.23,-0.038,0.55,-6,-9,i,-7%
CCn1cc(Br)c(C(=O)Nc2cccc(Cl)c2)n1,3.3,1.7,5.5,-0.1,1083,1.2%,i,1,-0.95,1293,0.79,-0.25,0.28,-0.77,26,17,i,-4%
Nc1nnc(SCc2ccccc2Cl)s1,4.3,2.7,8.1,1.4,1178,0.6%,i,26,0.71,1075,2.9,-0.18,1.5,-1.1,-9,-10,i,10%
N=c1ccn(Cc2c(Cl)cccc2Cl)cc1,.,.,.,1.2,1246,0.4%,.,.,-0.8,1050,-0.63,-0.25,0.017,0.79,.,.,i,1%
COC(=O)N/N=C\c1cc2c(cc1Br)OCO2,3.0,1.9,3.7,1.0,1071,0.4%,i,-4,.,.,-0.5,-0.4,-0.24,0.75,-10,-7,i,9%
COC(=O)c1c(N)c(C#N)c(C)n1-c1ccccc1,2.8,1.2,8.1,.,.,-1.4%,i,12,.,.,0.11,-0.51,0.019,-0.069,19,28,i,-2%
CCC/C(C)=N\Nc1nc2c(c(=O)n(C)c(=O)n2C)n1C,.,.,.,-0.2,1290,-2.8%,.,.,-0.04,1096,0.55,-0.2,0.29,0.16,.,.,i,-9%
Cc1cccc(NC2=NCC(=O)N2CCc2ccccc2)c1,2.2,1.8,6.2,0.2,1372,0.6%,i,-6,0.74,1567,-0.083,-0.25,-0.72,0.18,27,11,i,-10%
O=C(NCCc1c[nH]c2ccccc12)c1ccc([N+](=O)[O-])cc1,2.1,2.9,9.3,-0.5,894,-1.1%,i,-9,.,.,0.074,-0.25,-0.16,1.1,0,5,i,2%
CC12CCC(=O)N1C(C(=O)OCC(=O)Nc1cccc(S(=O)(=O)N3CCCCCC3)c1)CS2 (stereo not drawn),1.8,2.4,6.1,-2.2,476,-0.6%,i,-4,0.49,1191,-0.091,-0.21,-0.41,0.75,-10,-12,i,13%
CCOc1ccc2nc(NCCNC(=O)Nc3cccc(C)c3)c(C#N)cc2c1,4.9,4.9,8.8,-3.6,832,-1.4%,i,3,-0.5,1128,-2.8,0.48,-1.1,-2.4,22,6,i,-3%
Cc1nnc(SCC(=O)c2ccc(C(C)C)cc2)s1,2.3,1.1,2.2,0.3,1493,0.6%,i,9,-0.16,1408,1.1,-0.031,0.91,-1.8,7,-5,i,-1%
NC(=O)N/N=C/c1ccccc1OCC(=O)NCc1ccccc1,3.2,3.3,5.3,-5.2,595,1.8%,i,13,-0.1,1241,-0.63,-0.31,-0.62,0.25,-2,-23,i,-2%
Oc1ccc(/C=N/N2CCN(C3c4ccccc4-c4ccccc43)CC2)cc1O,.,.,.,-1.4,1258,6.2%,.,.,-0.01,1016,-0.86,0.22,0.28,-1.4,.,.,i,-25%
O=C(O)c1cccnc1Sc1ccccc1,3.9,2.5,3.3,0.6,939,-1.0%,i,-5,-0.03,1221,-0.73,-0.27,-0.67,0.84,-16,14,i,9%
CCOc1ccccc1C(=O)N(Cc1ccco1)C1CCS(=O)(=O)C1 (stereo not drawn),4.9,3.2,18,-0.1,1225,-0.4%,i,44,-0.62,992,0.88,-0.25,0.86,-1.8,-16,-2,i,2%
O=C(NCCc1c[nH]c2ccccc12)/C(=C/c1cccnc1)NC(=O)c1ccco1,1.2,1.1,1.5,0.4,1042,-1.3%,i,-17,0.66,1381,0.32,-0.31,0.2,0.19,-12,6,i,8%
CCN(C(=S)NC(=O)C1CCCC1)C1CCCCC1,4.8,2.4,6.6,-0.7,1086,2.7%,i,4,0.05,1276,-0.21,-0.34,0.25,1.2,18,18,i,-9%
Cc1ccc(-c2nc(C#N)c(NCc3cccc4c3OCO4)o2)cc1,4.2,1.2,1.7,-1.9,1105,-1.4%,i,-5,-0.87,1899,1.5,-0.19,0.74,-2,4,-6,i,-1%
CC(=O)c1ccc(NC(=O)C2Cc3ccccc3CN2C(=O)c2ccccc2)cc1 (stereo not drawn),5.6,3.1,12,0.4,1059,-0.7%,i,-17,0.13,1500,-0.49,-0.21,-0.39,-0.031,-12,-7,i,18%
Cc1ccc(N2C(=O)c3ccccc3C2C(=O)c2cc(C)ccc2O)cc1 (stereo not drawn),2.4,3.3,0.6,-1.3,554,4.1%,i,8,0.14,1205,-0.48,-0.29,-0.63,0.76,44,22,i,-14%
O=C(CNc1cc(S(=O)(=O)N2CCOCC2)ccc1N1CCCC1)N1CCc2ccccc21,3.1,2.8,8.4,-2.6,1120,-2.2%,i,0,0.06,952,-0.81,-0.3,-0.31,0.43,-17,-7,i,3%
CCOC(=O)CCCNC(=O)CCNC(=O)c1ccc(OCC)cc1,4.9,3.2,4.9,2.6,1182,-0.1%,i,14,2.3,1229,0.22,-0.31,0.15,-0.042,30,2,i,5%
Cc1cc(C)c2c(CN3CCN(CCO)CC3)cc(=O)oc2c1,1.5,1.6,3.4,-0.1,1344,-2.2%,i,1,-0.88,1220,0.77,-0.21,0.2,-0.2,11,9,i,-7%
COc1ccc(-c2nnc(N(C)C(=O)C3CCCO3)s2)cc1 (stereo not drawn),2.7,1.4,0.6,-1.8,1192,2.0%,i,-7,.,.,-0.36,-0.27,-0.37,0.8,-13,4,i,7%
c1ccc(-c2csc(-n3cccn3)n2)cc1,2.9,2.8,3.4,-1.5,1111,1.3%,i,-2,0.63,1337,0.24,-0.22,0.15,0.16,0,-17,i,-6%
Cc1cc(C)c(NC(=O)CN2C(=O)NC3(CCCCC3)C2=O)c(Cl)c1,5.1,4.5,7.4,-8.5,991,1.2%,i,1,-0.19,1336,-0.9,0.8,-0.11,-0.021,6,11,i,4%

# Just Dynein cargo inh cytoplasmic EGFP (two entries from above):
Structure,Dynein cargo inh cytoplasmic EGFP
Cc1cccc(NC2=NCC(=O)N2CCc2ccccc2)c1,-0.25
O=C(NCCc1c[nH]c2ccccc12)c1ccc([N+](=O)[O-])cc1,-0.25

# Following part.
structure,MT stabilize HCS,MT stabilize HCS Hoechst-high %,MT stabilize HCS cytotoxicity %,b-catenin transl,b-catenin transl cell count 5 µM,HIV peptide binding,Autophagy mod,Autophagy mod cell loss 18 h,Insulin prom up,Insulin prom up cell count,Dynein cargo inh,Dynein cargo inh cytoplasmic EGFP,Dynein cargo inh nuclear GR-EGFP,Dynein cargo inh cell count,WT yeast gro inh,WT yeast gro inh mutant strain,Yfh1-depleted yeast,AID2073
N#CCCn1cc(C(=O)N2CCOCC2)c(-c2ccc3c(c2)OCCO3)n1,1.4,2.0,4.9,-0.5,1013,2.1%,i,0,0.39,1298,-0.32,-0.28,-0.06,0.78,5,1,i,0%
CCC1(C)Cc2nc3[nH]c(=S)n(-c4ccccc4)c(=O)c3cc2CO1 (stereo not drawn),1.4,2.0,0.0,1.2,504,-1.3%,i,16,-0.2,1204,-0.065,0.96,-0.051,0.31,19,9,i,14%
O=C(CN1CCOCC1)N/N=C/C=C/c1ccccc1,1.8,1.5,5.4,-2.8,1097,-0.7%,i,0,-0.32,1232,1.4,-0.15,0.65,-1.3,7,-9,i,7%
CCOC(=O)N1CCC(NC(=O)CCc2nc(-c3ccc(C)cc3)no2)CC1,3.2,2.7,7.5,-1.4,1121,2.3%,i,-4,0.69,1226,-0.34,-0.14,-0.13,0.38,7,-15,i,8%
COc1cc(NS(=O)(=O)c2ccc(NC(=O)/C=C/c3cccc([N+](=O)[O-])c3)cc2)ncn1,2.5,1.7,1.8,0.5,1033,32%,i,14,-0.24,1231,2.4,0.19,1.9,-2,4,5,i,12%
O=C1NC2(CCCCC2)NN1c1ccccc1,1.2,1.2,6.9,2.9,1187,-3.4%,i,-12,-0.51,1178,-0.68,-0.21,-0.053,0.57,2,13,i,-7%
COc1cccc(-c2nc(N3CCN(c4ccccc4)CC3)c3ccccc3n2)c1O,1.2,1.5,11,0.7,1426,-1.4%,i,8,1.4,1383,-0.34,-0.21,-0.57,0.025,-1,6,i,18%
COc1cc(C(c2nnnn2C2CCCC2)N2CCN(C)CC2)cc(OC)c1OC (stereo not drawn),4.3,2.1,0.4,-3.7,1226,1.6%,i,6,0.51,1306,-0.58,-0.35,-0.24,1,-9,19,i,22%
Cc1ccc(C)c(NC(=S)NC(NC(=O)/C=C/c2ccccc2)C(Cl)(Cl)Cl)c1 (stereo not drawn),7.9,3.5,2.5,-0.6,1353,-2.4%,i,-23,-1.4,1171,0.19,0.14,0.89,-0.073,8,-10,i,-2%
